Compound activity (PubChem)
CBFb-RUNX1 inh: CBF-beta/RUNX1 interaction disruption. Q01196+Q13951. AlphaScreen CBFb-His/RUNX1-biotin binding, biochemical. Potency, µM (series often up to 59.8 µM), inactives show top-dose activity, negative = inhibition, most hits filed as inhibitors. 230,000 tested, under 10 active; further: % of control where 0% means no effect
Target sequence (Q01196 whole entry, looked up): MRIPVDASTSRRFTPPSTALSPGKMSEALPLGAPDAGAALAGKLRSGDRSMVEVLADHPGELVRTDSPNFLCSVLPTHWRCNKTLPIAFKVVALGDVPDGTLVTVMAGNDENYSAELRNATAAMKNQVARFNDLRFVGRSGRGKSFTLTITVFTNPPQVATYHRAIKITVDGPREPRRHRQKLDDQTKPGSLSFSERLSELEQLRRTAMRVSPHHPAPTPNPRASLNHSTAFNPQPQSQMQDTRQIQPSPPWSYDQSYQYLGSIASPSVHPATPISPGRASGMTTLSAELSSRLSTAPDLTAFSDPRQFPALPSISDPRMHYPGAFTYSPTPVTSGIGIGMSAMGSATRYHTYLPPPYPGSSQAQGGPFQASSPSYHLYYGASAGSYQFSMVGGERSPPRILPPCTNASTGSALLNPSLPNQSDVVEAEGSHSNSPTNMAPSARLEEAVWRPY
Target sequence (Q13951 whole entry, looked up): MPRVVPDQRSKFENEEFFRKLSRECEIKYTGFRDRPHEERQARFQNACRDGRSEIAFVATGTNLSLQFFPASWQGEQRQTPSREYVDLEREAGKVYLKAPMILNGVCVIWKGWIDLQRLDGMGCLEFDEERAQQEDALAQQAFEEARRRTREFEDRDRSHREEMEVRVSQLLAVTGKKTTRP
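Room-temperature protein-protein interaction test with 30 nM each of His-tagged CBF-beta and biotinylated RUNX1, 15 min with compound, then 90 min with nickel plus streptavidin beads. Signal read in AlphaScreen mode.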
SMN2 splice enh: SMN2 splice variant enhancement | HEK293 SMN2-luciferase splicing reporter, luminescence, 30-36 h | 210,000 compounds, 2.8% hits | AID 1458 | Potency, µM (top dose mostly 46.1 µM), for inactives: at the highest dose activity change, positive = activation, most hits filed as activators; further: potency means the concentration at half of the fitted maximal effect; % of control where 0% means no effect; nearly all actives have a fitted effect of over 55% in size
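qHTS luciferase splicing reporter: luminescence rises when SMN2 exon 7 is included in transfected HEK293 cells. Compound exposure lasted 30-36 h at 37C, with 4.5 mM final sodium butyrate as control, followed by a ONE-Glo read.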
HTT ATP protect: cytoprotection in Huntington HTT-Q103 PC12 cell model; 230,000 compounds, 0.14% hits; Potency, µM (top dose mostly 56.4 µM), inactives show cytoprotection (ATP increase), actives largely listed as activators; PC12 HTT-Q103 induced, cytoprotection, ATP luminescence, 40 h;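 further: potency means the concentration at half of the fitted maximal effect; % of control where 0% means no effect; nearly all actives have a fitted effect of over 45% in size; toxic huntingtin expression switched on by the ecdysone agonist tebufenozide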
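Compounds added alongside 100 nM tebufenozide, which induces toxic Q103 huntingtin exon 1-GFP in stable PC12 cells; surviving cells quantified by luminescent ATP measurement. Medium: phenol red-free DMEM, 5% equine and 5% calf serum.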
IMPase Li inh: IMPase inhibition in cells with lithium potentiation; Potency, µM (doses to about 59.4 µM), inactives show at the top dose activity, negative = IMPase inhibition, hits mostly inhibitors; CHO-M1 cells, IP1 TR-FRET (IP-One), carbachol + lithium; AID 1457; 210,000 compounds, 0.35% hits;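 further: IP1 builds up when IMPase is blocked and the TR-FRET signal falls; potency means the concentration at half of the fitted maximal effect; plate controls were basal vehicle for no effect and high inhibitor control for full effect; nearly all actives have a fitted effect of over 50% in size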
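CHO cells stably expressing M1 receptor (2000/well) were cultured 16–30 h, then exposed to compounds with a small lithium addition for 30 min at 37C. IP1 was measured by TR-FRET competition; AC50 from Hill fits.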
LMNA splice mod: modulators of lamin A splicing; HeLa LMNA splicing GFP/RFP minigene ratio, 48 h; Potency, µM (highest dose often 46.1 µM), inactives show at the highest dose ratio change, negative = inhibition, hits mostly inhibitors; 200,000 compounds, 0.01% hits; active means well fitted inhibition curve with a large enough effect in the signal ratio, with a control signal flat, not every such curve was filed as active; inconclusive means small, poorly fitted or top-dose-only effect, or effect the other way, or a change in a side signal; the % refers to the signal ratio; further: potency means the concentration at half of the fitted maximal effect; on the % scale 0 is the no-effect control and ±100 the full control effect
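S3 HeLa cells stably expressing lamin A-EGFP splicing minigene plus DsRed2, 600 cells/well, 48 h compound exposure at 37C. Laser-scanning cytometry; analysed as GFP (500-530 nm)/RFP (575-640 nm) total intensity ratio; 0.5% DMSO vehicle.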
Luc counter: counter-screen: inhibitors of Kinase-Glo firefly luciferase. Potency, µM (highest dose often 38.3 µM), for the others: at the highest dose activity change, negative = inhibition, actives largely listed as inhibitors. AID 1379. 200,000 compounds, 0.28% hits. Q27757. Kinase-Glo luciferase, ATP luminescence, 8 min; further: potency means the concentration at half of the fitted maximal effect; on the % scale 0 is the no-effect control and ±100 the full control effect; nearly all actives have a fitted effect of over 60% in size
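Inhibition of Kinase-Glo luciferase light generation was assessed at 10 uM ATP in pH 7.2 imidazole buffer, with luminescence measured after eight minutes at ambient temperature.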
HttQ103 aggreg: reduces HttQ103-GFP aggregates in PC12 cells | AID 1688 | PC12 HttQ103-GFP aggregates, Acumen cytometry, 40 h | 220,000 compounds, 1.1% hits | Potency, µM (series often up to 46.1 µM), for the others: at the highest dose activity change, negative = inhibition, actives largely listed as inhibitors; further: potency means the concentration at half of the fitted maximal effect; on the % scale 0 is the no-effect control and ±100 the full control effect; nearly all actives have a fitted effect of over 60% in size
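Quantitative HTS on tebufenozide-induced (100 nM) PC12 cells stably expressing polyQ103 Huntingtin exon 1–GFP. Reduction of bright GFP aggregates, detected by laser scanning cytometry after lysis, identified actives across the titration.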
* = called active by the depositor; ? = inconclusive; nt = not tested or not shown; & = joins results of further samples; [ ] = dose if it differs, or a comment. Unless noted, the call rests on the fitted dose curve; in most records, active means well fitted curve in the direction sought with a large enough effect; inconclusive means small, poorly fitted or top-dose-only effect, or another doubt; inactive means no such curve, though single readings can be large; an effect the other way counts as inactive or inconclusive.

Below each compound: SMN2 splice enh	IMPase Li inh	HttQ103 aggreg	Luc counter	HTT ATP protect	LMNA splice mod	CBFb-RUNX1 inh
- COc1cccc(NC(=O)N2CCN(C(=O)C(Cc3ccc(OC)c(OC)c3)NC(C)=O)CC2)c1 (centres undefined)
    0%	-1%	-12%	-3%	12%[10 µM]	-8%	6%
- CCc1nc(N)c(C#N)c(-c2ccncc2)c1C
    -1%	-15%[38.3 µM]	1%	-4%	-16%[0.074 µM]	0%	0%
- CNC(=S)NNC(=O)c1sccc1C
    11%	1%	12%	2%	-16%[10 µM]	-11%	3%
- CC(=O)Nc1ccc(S(=O)(=O)N2CCC(NC(C)=O)(c3cccc(F)c3)CC2)cc1
    -14%	-5%[38.3 µM]	12%[9.22 µM]	1%	-9%	10%	1%
- COC(=O)c1ccc(CN2C(=O)NC3(CCC(C)CC3)C2=O)o1 (centres undefined)
    8%	-3%[38.3 µM]	1%	0%	28%	4%	2%
- COc1ccc(C2=Nn3c(nnc3-c3ccco3)SC2)cc1OC
    -4%	18%[38.3 µM]	-7%	1%	-63%[inhibitor]	?	0%
- COc1ccc(-c2nc(-c3ccccc3)nc(N3CCN(C)CC3)c2C#N)cc1
    -16%	1%[38.3 µM]	6%	-4%	-49%[inhibitor]	-7%	-3%
- O=c1c(CCc2ccccc2)nc2cnc(Oc3cccc(Cl)c3)nc2n1C[C@H]1CCCO1
    -40%[inhibitor]	-4%	nt	0%	12%	nt	nt
- COC(=O)C1=C(C)NC(=O)/C1=C\c1ccco1
    0%	10%[38.3 µM]	-7%	10%	1%	?	-1%
- c1ccc(CN=C2NN=C(c3cc4ccccc4o3)CS2)cc1
    18%	8%	7%	5%	9%[0.074 µM]	?	?
- Cc1ccc(C2=NN3C(C(=O)c4ccccc4)Oc4ccccc4C3C2)cc1 (centres undefined)
    13%	21%[38.3 µM]	5%	4%	?	-13%	5%
- CO/N=C(/C(=O)N[C@H]1C(=O)N2C(C(=O)O)=C(COC(C)=O)CSC12)c1csc(N)n1 (some centres undefined)
    5%	-1%	nt	1%	nt	nt	nt
- COC(=O)N=Nc1c(O)[nH]c2ccc(Br)cc12
    nt	nt	23%[9.22 µM]	nt	16%[10 µM]	-5%[46 µM]	-6%
- Cc1ccc2cc(S(=O)(=O)NCCC(=O)O)ccc2c1
    -39%	-2%[38.3 µM]	10%[9.22 µM]	9%	-1%	-1%	3%
- CC(C)COC(=O)N1CCCC1C(=O)Nc1nccs1 (centres undefined)
    32%	28%[38.3 µM]	?	-2%	-14%[0.074 µM]	8%	3%
- CCC(=O)Nc1c(C)nn(C(=O)CC)c1C
    -9%	-1%[38.3 µM]	-10%	13%	-9%[10 µM]	16%	1%
- Cc1noc(NC(=O)c2cccc(C(F)(F)F)c2)c1Cl
    -18%	0%	2%[9.22 µM]	5%	-13%	?	2%
- Cc1ccc(NNC(=S)Nc2ccc(C(C)C)cc2)c(C)c1
    -51%[inhibitor]	20%	11%	0%	32%[10 µM]	?	-28%
- COc1ccc(N2CCN(c3ccc([N+](=O)[O-])nc3)CC2)cc1
    nt	-10%	-13%	nt	13%[10 µM]	nt	0%
- Cc1ccc(NC(=O)COC(=O)CNC(=O)c2ccc(Br)cc2)c(C)c1
    11%	3%	-6%	-2%	20%[0.074 µM]	-14%	8%
- CCCOc1nc2c(c(=O)n(C)c(=O)n2C)n1Cc1cccc2ccccc12
    -54%[inhibitor]	10%[38.3 µM]	13µM*	1%	-88%[inhibitor]	?	3%
- Cc1cccc(NC(=S)NC(C)CCc2ccccc2)c1 (centres undefined)
    nt	nt	?	nt	30%[10 µM]	-15%	-2%
- CCCN(CCC)CCCNC(=S)Nc1ccc2nc3n(c(=O)c2c1)CCCCC3
    5%	19%	12%	-2%	-4%[10 µM]	-9%	-14%
- O=C(CC1Sc2ccccc2NC1=O)Nc1cccnc1 (centres undefined)
    -4%	6%	-14%	4%	19%[10 µM]	-2%	-1%
- Cc1ccc(NC(=O)c2c(C)noc2-c2snnc2C)cc1
    nt	nt	21%[9.22 µM]	nt	3%[10 µM]	nt	7%
- CC(=O)Nc1cccc(NC(=O)c2ccc([N+](=O)[O-])cc2Cl)c1
    17%	-1%	0%	-1%	nt	?	1%
- CCC(c1nnc(SCC(=O)Nc2nnc(-c3ccccc3)o2)n1Cc1ccccc1)N(C)C (centres undefined)
    -3%	-10%[38.3 µM]	-19%	-1%	-28%	-5%	-19%
- N#CC[n+]1cc(-c2ccc(Cl)cc2)n2c1CCC2
    ?	-9%[38.3 µM]	-3%	-5%	-10%	5%	-2%
- Cc1ccc(CS(=O)(=O)CCC(=O)O)cc1
    -8%	-6%	24%	2%	-20%	nt	15%
- CCN1C(=O)NC2C1N(S(C)(=O)=O)CCN2S(C)(=O)=O (centres undefined)
    -10%	3%[38.3 µM]	28%[9.22 µM]	-2%	2%[10 µM]	6%	4%

HttQ103 aggreg: hit marks shown above.
mol | SMN2 splice enh | IMPase Li inh | HttQ103 aggreg | LMNA splice mod | CBFb-RUNX1 inh
CCCOc1nc2c(c(=O)n(C)c(=O)n2C)n1Cc1cccc2ccccc12 | -54%[inhibitor] | 10%[38.3 µM] | 13µM* | ? | 3%

Following part:
Below each compound: SMN2 splice enh	IMPase Li inh	HttQ103 aggreg	Luc counter	HTT ATP protect	LMNA splice mod	CBFb-RUNX1 inh
- COc1ccc(C(=O)c2c(O)cc(-c3ccc(OC)cc3)oc2=O)cc1
    11%	-13%	-4%	3%	17%[10 µM]	-14%	8%
- COc1ccc(NC(=O)c2ccc3c(=O)n(-c4ccc(OC)cc4OC)c(=S)[nH]c3c2)c(OC)c1
    -40%[inhibitor]	5%	1%	-4%	-31%	-9%[9.22 µM]	-17%
- COc1ccc(C(=O)c2cnc(C(C)C)n2C)cc1
    2%	8%[38.3 µM]	?	0%	-3%	-13%	-2%
- CN(C)c1ccc(N=Nc2cccc3ccoc23)cc1
    3.5µM*	6%	-7%[9.22 µM]	-13%[7.66 µM]	-28%&2%[10 µM]	nt	nt
- CCN(CC)C(=O)CCCC(=O)N(CC)CC
    7%	-4%	15%	-3%	-19%	?	6%
- CN(Cc1ccco1)c1ccnc(-c2cccnc2)n1
    nt	-2%	nt	nt	-14%	27%	nt
- O=[N+]([O-])c1cc(Cl)ccc1Sc1cccc2cccnc12
    3%	30%[38.3 µM]	11%	-1%	-17%[10 µM]	11%	-10%
- CCN(CC)S(=O)(=O)c1ccc(C)c(NC(=O)CN2CCN(C)CC2)c1
    nt	nt	-3%[9.22 µM]	nt	23%[10 µM]	5%[46 µM]	13%
- CCCS(=O)(=O)N1CCc2cc(OC)c(OC)cc2C1
    -11%	8%[38.3 µM]	1%	2%	-15%[0.074 µM]	7%	-1%
- CCC(C(=O)Nc1cccc(C(=O)O)c1)c1ccccc1 (centres undefined)
    nt	0%	-7%[9.22 µM]	1%	-3%[10 µM]	-8%[46 µM]	4%
- CC(CCc1ccccc1)NC(=O)/C=C/c1ccccc1 (centres undefined)
    -15%	-5%[38.3 µM]	6%	-7%	-14%	-7%	6%
- O=C(Cc1ccc(Cl)cc1Cl)OCC(=O)N1CCN(C(=O)c2ccco2)CC1
    11%	7%	13%	-3%	-18%	-20%[9.22 µM]	6%
- O=[N+]([O-])c1cc2c(cc1/C=N/NS(=O)(=O)c1ccc(Br)cc1)OCO2
    9%	17%	25%	-1%	nt	?	10%
- Cc1onc(-c2ccccc2Cl)c1C(=O)Nc1ccc(S(=O)(=O)Nc2nccs2)cc1
    nt	21%	-4%[9.22 µM]	2%	11%[10 µM]	nt	3%
- O=C(CSc1nc(C2CCCCC2)n(-c2ccccc2)n1)NCC(F)(F)F
    1%	3%	3%	-1%	12%[1.9 µM]	1%	4%
- Cc1c(C(=O)N2CC3(CC(c4cccc(NC(=O)CC(c5ccccc5)c5ccccc5)c4)=NO3)C[C@@H]2C(N)=O)cc([N+](=O)[O-])cc1[N+](=O)[O-] (some centres undefined)
    nt	nt	-15%[9.22 µM]	nt	3%[10 µM]	nt	-24%
- COc1ccc(NC2=C(C)C(=O)CC2)cc1
    ?	13%[38.3 µM]	?	-6%	-28%	?	6%
- C=CCN(C(=O)Nc1ccc2c(c1)nc(C)n2C)c1ccccc1
    nt	nt	14%[9.22 µM]	nt	-4%[10 µM]	nt	8%
- COc1ccc(OCc2ccc(-c3nc4ccccc4c(=O)n3N)o2)cc1
    ?	-12%[38.3 µM]	-19%	1%	-68%[inhibitor]	?	8%
- c1ccc(CSc2snnc2-c2ccccc2)cc1
    11%	5%	-6%	7%	1%[10 µM]	4%	?
- COc1cccc(/C=C(/C(=O)OCC(N)=O)c2ccccc2)c1
    3%	7%	-3%	0%	0%	-9%[46 µM]	-8%
- O=C1CC(N2CCC(O)CC2)C(=O)N1c1ccc(Br)cc1 (centres undefined)
    -1%	-9%[38.3 µM]	-6%	5%	-4%	-1%	3%
- N#CCCn1c(=O)c(-c2cccc(C#N)c2)nc2cnc(Oc3cccc(Cl)c3)nc21
    nt	11%	nt	nt	0%	?	nt
- Cn1c(=NC(=O)C2CC2)sc2cccc(F)c21
    6%	3%[38.3 µM]	-2%	-3%	-24%	-11%	6%
- COc1ccc(OCCSc2nnc(-c3ccoc3C)n2C)cc1
    -15%	-2%[38.3 µM]	-18%	-2%	-1%	?	4%
- COc1cc(OC)c(C2CC(=O)N3CN(c4ccc(C)cc4)CSC3=C2C#N)cc1OC (centres undefined)
    7%	-3%[38.3 µM]	10%	1%	-34%[0.074 µM]	2%	-4%
- CC(=O)Nc1cccc(C(=O)/C=C/c2ccco2)c1
    2%	7%[38.3 µM]	18%	-4%	-10%	-13%	-28%
- O=C(C[n+]1cc(-c2ccccc2)n2c1CCC2)N1c2ccccc2Sc2ccccc21
    -18%	33%[activator]	6%	2%	24%[10 µM]	?	-8%
- CCOc1cccc(C(=O)NC(=S)NCc2cccnc2)c1
    -13%	-2%	-7%	-1%	8%[10 µM]	-12%	-17%
- CCOC(=O)N1CCN(C(=S)NC(C)(C)C)CC1
    1%	-6%	6%	-2%	30%[10 µM]	-5%	0%

No enrichment for hits; overall some 4% were active at least once.
